# MBNL1 CUG block = MBNL1-poly(CUG) RNA binding inhibition | TR-FRET MBNL1-His/biotin-(CUG)12 binding, 665/545 ratio | Potency, µM (top dose mostly 57.5 µM), for inactives: top-dose activity change, negative = inhibition, hits mostly inhibitors | actives 0.036% (n = 280,000) | AID 2675; active means well fitted inhibition curve with a large enough effect in the signal ratio, with a control signal flat, not every such curve was filed as active; inconclusive means small, poorly fitted or top-dose-only effect, or effect the other way, or a change in a side signal; inactive means no such curve, though single readings can be large or run the other way; the % refers to the signal ratio; further: potency means the concentration at half of the fitted maximal effect; on the % scale 0 is the no-effect control and ±100 the full control effect
#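 Inhibition of protein-RNA binding appears as loss of TR-FRET between terbium anti-His antibody on MBNL1-His and streptavidin-XL665 on biotin-(CUG)12. Activity is normalized to buffer-only and uninhibited-complex controls.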
# KCNH2 3.1 block = KCNH2 3.1 (human) potassium channel inhibition; U2OS KCNH2 3.1, thallium flux FluxOr; hits give low values; activity change, % (tested at about 1.8 µM); actives 0.95% (n = 340,000); AID 720553;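 active means maximum activity change below -70%; inconclusive means maximum activity change from -70% to -50%; inactive means maximum activity change above -50%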;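 further: thallium influx rate constant from kinetic fluorescence after stimulation buffer; on the % scale 0 is the no-effect control and ±100 the full control effect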
#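 Measured as rate of thallium-driven FluxOr signal in transduced U2OS cells carrying the 3.1 channel, read kinetically for 2 min upon stimulation; values are rate constants scaled to DMSO control wells.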
# TRPV1 ag = human TRPV1 agonism. Q8NER1. TRPV1-expressing cells, Fluo-8 calcium influx, agonist mode. activation, % at 8.33 µM. actives 0.19% (n = 320,000); in the data active means activation above about 80%; inconclusive means between about 30% and that limit; further: 0% is about no effect
#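 Fluo-8 calcium influx in TRPV1-expressing cells, kinetic read (ex 480/em 520 nm). Compound added and read 3 min for agonist activity, followed by capsaicin at EC20 final and 2 min further read for enhancement.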
# ASM inhibitor = inhibitors of human secretory acid sphingomyelinase; placental ASM, HMU-PC fluorogenic substrate, 60 min; P17405; actives 0.006% (n = 340,000); Potency, µM (doses to about 57.5 µM), inactives show top-dose activity change, negative = inhibition, most hits filed as inhibitors; further: potency means the concentration at half of the fitted maximal effect
#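 Human placenta-derived ASM enzyme was preincubated with compound for 10 minutes at room temperature, then given fluorogenic substrate HMU-PC0 (9 uM final) for 60 minutes at 37 °C; a pH 10 stop preceded fluorescence reading at Ex 386/Em 447 nm.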
# a7 integrin act = activators of alpha7 integrin expression for muscular dystrophy. alpha7betagal myoblasts, beta-gal FDG fluorescence, 48 h. Potency, µM (top dose mostly 38.3 µM), for inactives: top-dose activation, most hits filed as activators. actives 0.064% (n = 350,000). AID 624291;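 further: potency means the concentration at half of the fitted maximal effect; 100% = response of the positive control SU9516; nearly all actives have a fitted effect of over 60% in size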
#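 Alpha7betagal+/- myoblasts (passage 13) were plated 16-24 hr, then exposed to compounds (1:260 dilution of DMSO stock) for 48 hours at 37C. After MPER lysis, β-galactosidase reporter activity was read as FDG fluorescence (ex 480/em 540) after 30 minutes.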
# Coupling enz = counter-screen for Giardia aldolase inhibitors: coupling enzyme system. coupling enzyme system counterscreen, AmpLite Red fluorescence. activity change, negative = inhibition, % at 58.2 µM, hits read low. actives 0.67% (n = 290,000); in the data active means activity change below about -30%; further: on the % scale 0 is the no-effect control and ±100 the full control effect
#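 First, compound is pin-transferred into glyceraldehyde-3-phosphate coupling-enzyme reagent at 57.5 uM final and held 10 min at RT. Next, substrate, coupling system and AmpLite Red are added. After 20 min RT, fluorescence (525/598 nm) is read.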
# GALK inh = blocks human galactokinase activity | P51570 | Potency, µM (top dose mostly 57.5 µM), inactives show at the top dose activity change, negative = inhibition, most hits filed as inhibitors | Purified GALK, Kinase-Glo residual ATP luminescence | actives 0.007% (n = 270,000) | AID 1868; further: potency means the concentration at half of the fitted maximal effect; on the % scale 0 is the no-effect control and ±100 the full control effect
#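 Compounds were pin-transferred into ATP buffer (35 uM final), then GALK plus galactose (5 nM, 100 uM final) was added. After 1 h at room temperature, Kinase-Glo Plus was added and luminescence read after 10 min.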
# MLL CXXC-DNA inh = blocks binding of human MLL CXXC domain to DNA; MLL-CXXC / FITC-HOXA9 DNA fluorescence polarization; Potency, µM (top dose mostly 115 µM), for inactives: at the highest dose activity change, negative = inhibition, actives largely listed as inhibitors; actives 0.037% (n = 290,000); active means well fitted inhibition curve with a large enough effect in the polarisation, with a control signal flat, not every such curve was filed as active; inconclusive means small, poorly fitted or top-dose-only effect, or effect the other way, or a change in a side signal; inactive means no such curve, though single readings can be large or run the other way; the % refers to the polarisation; further: potency means the concentration at half of the fitted maximal effect
#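 Fluorescence polarization: 7 uM MLL-CXXC (stock) preincubated 5 min with compounds, then 50 nM fluorescein-HOX-A9 DNA (stock) added; 30 min ambient. Buffer 50 mM Tris-HCl pH 7.5, 50 mM NaCl, 1 mM DTT, 0.05% BSA.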
# AT treatment = potential ataxia-telangiectasia treatment | […] A-T fibroblasts, KAP-1 phosphorylation AlphaLISA; neocarzinostatin DNA damage 30 min before lysis | Potency, µM (doses to about 57.5 µM), inactives show at the top dose activation, hits mostly activators | actives 0.19% (n = 320,000); further: potency means the concentration at half of the fitted maximal effect; % of control where 0% means no effect; nearly all actives have a fitted effect of over 45% in size
#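 ATM-like activity read as KAP-1 phosphorylation via AlphaLISA donor/acceptor antibody pairs after lysis and 6 hr at 25C. Cells were ATM-null patient fibroblasts ([…], hTERT), dosed 60 min, then exposed to the DSB inducer NCS for 30 min.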
# hERG WT inh = inhibitors of human wildtype KCNH2 potassium channel; Q12809; U2OS, BacMam KCNH2, thallium flux FluxOr; hits give low values; activity change, % at 1.84 µM; actives 0.37% (n = 340,000); AID 720551;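 active means maximum activity change below -70%; inconclusive means maximum activity change between -70% and -50%; inactive means maximum activity change above -50%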; further: on the % scale 0 is the no-effect control and ±100 the full control effect
# Target sequence (Q12809 whole entry, looked up): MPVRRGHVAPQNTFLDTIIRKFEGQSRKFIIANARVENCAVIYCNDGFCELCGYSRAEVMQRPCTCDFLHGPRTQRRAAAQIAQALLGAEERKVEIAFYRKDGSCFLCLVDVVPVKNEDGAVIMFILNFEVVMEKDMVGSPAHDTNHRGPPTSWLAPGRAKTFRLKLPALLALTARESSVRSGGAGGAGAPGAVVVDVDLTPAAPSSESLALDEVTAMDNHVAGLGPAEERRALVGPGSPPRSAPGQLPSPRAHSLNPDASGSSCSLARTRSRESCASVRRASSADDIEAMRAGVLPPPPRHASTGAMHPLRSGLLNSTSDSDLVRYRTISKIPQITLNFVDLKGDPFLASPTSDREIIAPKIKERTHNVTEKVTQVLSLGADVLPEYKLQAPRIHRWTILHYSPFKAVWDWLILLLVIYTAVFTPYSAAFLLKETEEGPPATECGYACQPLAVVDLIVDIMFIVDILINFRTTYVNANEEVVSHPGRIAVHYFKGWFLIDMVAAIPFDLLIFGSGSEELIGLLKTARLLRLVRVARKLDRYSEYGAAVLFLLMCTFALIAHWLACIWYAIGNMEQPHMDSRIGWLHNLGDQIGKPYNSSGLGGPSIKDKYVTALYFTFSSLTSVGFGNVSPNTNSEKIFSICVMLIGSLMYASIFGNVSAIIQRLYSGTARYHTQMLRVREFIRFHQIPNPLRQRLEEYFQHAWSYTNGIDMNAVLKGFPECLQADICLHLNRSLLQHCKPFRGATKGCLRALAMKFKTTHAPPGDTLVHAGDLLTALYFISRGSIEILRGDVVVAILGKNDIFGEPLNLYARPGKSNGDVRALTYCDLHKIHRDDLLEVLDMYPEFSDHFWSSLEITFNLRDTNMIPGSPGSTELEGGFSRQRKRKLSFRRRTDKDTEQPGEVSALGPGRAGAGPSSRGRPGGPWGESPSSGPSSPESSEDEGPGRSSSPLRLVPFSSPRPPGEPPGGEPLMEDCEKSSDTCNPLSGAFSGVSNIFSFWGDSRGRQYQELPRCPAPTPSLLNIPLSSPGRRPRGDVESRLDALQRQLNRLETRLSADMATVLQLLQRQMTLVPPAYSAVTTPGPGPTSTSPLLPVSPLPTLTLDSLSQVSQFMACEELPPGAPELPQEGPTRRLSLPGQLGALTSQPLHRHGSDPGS
#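 U2OS cells were transduced with wild-type KCNH2 virus (2.03 x 10^8 / mL) for 4 h at room temperature, then cultured overnight at 37 C. Thallium flux was read with FluxOr dye. Rate constants were normalized to DMSO controls.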
# * hit, by the source's call; u = inconclusive; x = not tested or not shown; [ ] = dose if it differs, or a comment. Unless noted, the call rests on the fitted dose curve; in most records, active means well fitted curve in the direction sought with a large enough effect; inconclusive means small, poorly fitted or top-dose-only effect, or another doubt; inactive means no such curve, though single readings can be large; an effect the other way counts as inactive or inconclusive. Random draw from the library. About 2% of those tested had a hit in this group.
SMILES,MBNL1 CUG block,KCNH2 3.1 block,TRPV1 ag,ASM inhibitor,a7 integrin act,Coupling enz,GALK inh,MLL CXXC-DNA inh,AT treatment,hERG WT inh
CN(Cc1nc2ccccc2c(=O)[nH]1)C(=O)c1cccc(S(=O)(=O)N2CCCC2)c1,x,-19,1,2%,3%,x,x,x,3%,-1
COc1nccc(-c2ccc(F)cc2)c1C#N,0%,-1,-2,3%,0%,1,2%,1%,10%,0
CCC(C(=O)N1CCCC1)n1nc(C)c2c(C)n(-c3ccccc3)nc2c1=O (stereo not given),-9%,7,0,5%,18%,1,-2%,-6%,-5%,-1
COc1cc(-c2ccc(NC(=O)c3ccc(C)cc3)c(OC)c2)ccc1NC(=O)c1ccc(C)cc1,-1%,5,1,-2%,1%,-3,-1%,-20%,3%,2
Cc1ncoc1C(=O)N1CCCC(C(=O)c2ccc(Oc3ccccc3)cc2)C1 (stereo not given),1%,-6,u,4%,-13%,2,-3%,0%,1%,9
N#C/C(=C(/O)CCl)c1nc2c(s1)CCc1ccccc1-2,16%,9,-2,2%,u,-19,0%,7%,-2%,3
COc1ccccc1NC(=O)c1cc(S(=O)(=O)N2CCc3ccccc32)ccc1F,1%,11,1,0%,21%,x,-7%,54%[activator],-1%,6
Cc1ccc(C(=O)Nc2ccn(C)n2)cc1,x,1,-5,7%,9%,x,x,x,1%,2
COc1ccc2[nH]c3c(=O)n(/N=C/[C@H]4C(C)C=C(C)CC4C)c(=O)[nH]c3c2c1 (stereo not given in full),u,-5,3,250%[activator],-14%,-3,1%,1%,-12%,-5
O=C(c1ccccn1)N(Cc1ccco1)C1(C(=O)NC2CCCC2)CCCCC1,-2%,7,11,-1%,-4%,-4,2%,-5%,-2%,1
CCN1CCN(C(=O)NC2CC(=O)N(c3ccc(OC)cc3)C2)CC1 (stereo not given),1%,-14,2,5%,1%,7,6%,2%,0%,-7
CCOc1ccc(NC(=S)N2CCC(c3ccc(C)cc3)C2)cc1 (stereo not given),2%,-3,13,-9%,-21%,0,x,1%,-9%,-14
CC(=O)Nc1cccc(C(=O)/C=C/c2ccc(N(C)C)cc2)c1,u,-31,80*,47%[activator],-36%,-8,1%,u,13%,-37
Cc1ccc(C(=O)NCC(=O)Nc2ccccc2C(F)(F)F)cc1,u,3,-1,3%,-2%,2,-2%,2%,2%,4
Cc1cccc(NC(=O)C2CCN(S(=O)(=O)c3cccc4nsnc34)CC2)n1,u,-5,x,0%,-8%,2,-1%,-2%,6%,10
O=C(c1ccc(S(=O)(=O)c2ccccc2)cc1)N1CCc2ccccc2C1,2%,25,11,-1%,8%,1,0%,-9%,6%,-3
Ic1ccc(N2CCN(Cc3c[nH]c4ncccc34)CC2)cc1,x,-79*,3,-6%,x,x,x,36%[activator],-6%,-19
O=C1c2ccccc2[C@@H]2CC(O)C(O)CCN12 (stereo not given in full),x,12,x,3%,18%,x,x,x,10%,2
CCOC(=O)c1cc(-c2cccnc2)nn1-c1ccccc1,-1%,15,3,0%,-22%,-6,12%,15%,3%,4
COc1cccc(/C=N/Nc2cc(Cl)nc(C)n2)c1O,4%,-10,-2,-2%,-1%,-1,5%,22%,4%,x
CCN1C(C)=CC(=O)[C@@H](O)[C@H]1c1ccccc1Br,x,-8,x,2%,5%,x,x,x,x,-37
CCSC1=NCCN1S(=O)(=O)c1ccccc1,u,0,7,4%,21%,-18,8%,5%,-5%,-7
CCCN(Cc1ccccc1)C(=S)Nc1cccc(C)c1C,-1%,2,0,-2%,-5%,3,4%,u,9%,-4
CN(Cc1ccccc1)S(=O)(=O)c1ccc(Cl)nc1,0%,2,1,-3%,-15%,0,-2%,2%,1%,2
COc1cccc(CN2CCNC(=O)C2CC(=O)NCCc2cccc(C)n2)c1OC (stereo not given),-6%,30,-1,4%,6%,-7,4%,-5%,1%,x
# Going on with the list:
SMILES,MBNL1 CUG block,KCNH2 3.1 block,TRPV1 ag,ASM inhibitor,a7 integrin act,Coupling enz,GALK inh,MLL CXXC-DNA inh,AT treatment,hERG WT inh
CC(Cc1ccccc1)=NNc1ccc([N+](=O)[O-])cc1[N+](=O)[O-],x,-1,x,-17%,11%,x,x,x,x,19
CSc1ncccc1C(=O)OCC(=O)Nc1ccc2c(c1)CCC2,x,1,6,-11%,-31%,x,x,x,-3%,5
COc1cccc(C=Nc2cc(C)on2)c1O,-6%,14,1,2%,-17%,0,2%,-6%,18%,0
Cc1cccc(COc2ccc(S(=O)(=O)N3CCOCC3)cc2[N+](=O)[O-])c1,x,-19,12,-3%,24%,x,x,x,0%,-9
COc1ccc(NC(C)=O)cc1NC(=O)c1cccc(C(F)(F)F)c1,9%,11,3,5%,-12%,1,13%,10%,3%,-9
O=C(/C=C/c1ccc(Cl)cc1)N(Cc1ccccc1)c1ccccn1,3%,-3,u,-1%,37%,0,-3%,-6%,3%,-7
CCN(C(=O)Cc1c(C(=O)O)n(C)c2ccccc12)c1cc(OC)ccc1OC,-2%,-4,-3,1%,u,8,0%,9%,4%,1
CCn1c(C)c(C)c2cc(C(=O)N3CCc4ccccc4C3)ccc21,3%,-9,u,-12%,-24%,-2,0%,6%,-2%,-19
CCN(CC(=O)NCc1cccs1)C(=O)c1cccc(S(=O)(=O)NCc2ccccc2)c1,x,-16,-5,0%,-12%,x,x,x,-9%,1
CC1(C2CC2)NC(=O)N(CC(=O)Nc2ccc(Cl)c([N+](=O)[O-])c2)C1=O (stereo not given),x,18,6,-1%,0%,x,x,x,7%,9
O=C(NCCc1ccccc1)c1cnn2c(C(F)F)cc(C3CC3)nc12,-2%,1,3,-1%,0%,-2,0%,-7%,-1%,-4
Cc1ccc(C(=O)NCCc2ccc(S(N)(=O)=O)cc2)cc1[N+](=O)[O-],u,10,0,0%,-5%,3,-1%,5%,-1%,5
Cc1nn(C)c(C)c1S(=O)(=O)N1CCCC(C(=O)N2CCN(c3ccc(Cl)cc3)CC2)C1 (stereo not given),-4%,-2,x,-8%,-38%,8,-1%,-9%,x,11
Cc1cc(Br)ccc1NC(=O)c1ccco1,-2%,7,11,-4%,-2%,-1,-4%,1%,-6%,-2
CC(=O)Nc1ccc(NC(=O)C(C)OC(=O)CNC(=O)c2ccc(-c3ccccc3)cc2)cc1 (stereo not given),x,-1,-3,0%,-3%,x,x,x,-2%,7
COc1ccc(NC2CCCN(C(=O)c3ccc(OC)o3)C2)cc1 (stereo not given),-2%,20,u,0%,22%,x,4%,8%,5%,3
CC1CCC(NC(=O)COC(=O)CSc2ccc(C(N)=O)cc2[N+](=O)[O-])CC1 (stereo not given),x,-1,3,-5%,u,x,x,x,-11%,10
Cc1noc(C)c1NC(=O)N(C)C[C@@H]1Oc2ccc(NC(=O)C3CCCCC3)cc2C(=O)N([C@@H](C)CO)C[C@H]1C,x,10,x,19%,-8%,x,x,x,1%,1

# Reprinted at random: 6 records from the list.
SMILES,MBNL1 CUG block,KCNH2 3.1 block,TRPV1 ag,ASM inhibitor,a7 integrin act,Coupling enz,GALK inh,MLL CXXC-DNA inh,AT treatment,hERG WT inh
CC1(C2CC2)NC(=O)N(CC(=O)Nc2ccc(Cl)c([N+](=O)[O-])c2)C1=O (stereo not given),x,18,6,-1%,0%,x,x,x,7%,9
CCN(C(=O)Cc1c(C(=O)O)n(C)c2ccccc12)c1cc(OC)ccc1OC,-2%,-4,-3,1%,u,8,0%,9%,4%,1
O=C(NCCc1ccccc1)c1cnn2c(C(F)F)cc(C3CC3)nc12,-2%,1,3,-1%,0%,-2,0%,-7%,-1%,-4
CC(=O)Nc1ccc(NC(=O)C(C)OC(=O)CNC(=O)c2ccc(-c3ccccc3)cc2)cc1 (stereo not given),x,-1,-3,0%,-3%,x,x,x,-2%,7
CSc1ncccc1C(=O)OCC(=O)Nc1ccc2c(c1)CCC2,x,1,6,-11%,-31%,x,x,x,-3%,5
Cc1cccc(COc2ccc(S(=O)(=O)N3CCOCC3)cc2[N+](=O)[O-])c1,x,-19,12,-3%,24%,x,x,x,0%,-9
